PAFAH2 FP inh: PAFAH2 (human) inhibition | 0.99% of 340,000 active | inhibition, % at 3.39 µM | recombinant PAFAH2, FP-rhodamine activity probe, fluorescence polarization | AID 492956 | Q99487;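 active means inhibition above the mean over all tested compounds plus 3 SD, cut at about 30% in these data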;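 further: inhibitors block probe labeling of enzyme so polarization drops; 0% = enzyme with DMSO and 100% = wells lacking PAFAH2 protein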
ZTA counter: blocks Epstein-Barr virus ZTA, an EBNA-1 counter-screen | P03206 | ZTA-DNA binding, fluorescence polarization | inhibition, % at 11 µM | 0.15% of 320,000 active; in the data active means inhibition above about 33%
Target sequence (P03206 whole entry, looked up): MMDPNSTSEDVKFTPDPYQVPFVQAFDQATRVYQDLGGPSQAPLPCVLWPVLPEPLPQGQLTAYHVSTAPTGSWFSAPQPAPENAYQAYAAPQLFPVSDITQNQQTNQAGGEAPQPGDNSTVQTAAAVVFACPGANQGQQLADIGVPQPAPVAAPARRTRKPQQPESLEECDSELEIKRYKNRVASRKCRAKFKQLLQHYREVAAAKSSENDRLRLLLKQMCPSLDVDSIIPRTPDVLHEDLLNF
PAFAH1B2 FP inh: inhibitors of human PAFAH1B2 | P68402 | 1.2% of 340,000 active | recombinant PAFAH1B2, FP-rhodamine activity probe, fluorescence polarization | inhibition, % at 3.39 µM;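 active means inhibition above the mean of all tested compounds plus 3 SD, cut at about 24% in these data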;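 further: 0% = enzyme with DMSO and 100% = wells lacking PAFAH1B2; many of its hits are not listed in these tables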
LYPLA2 inh: counter-screen for PME1 inhibitors: inhibitors of human LYPLA2 | recombinant LYPLA2, FP-Rh probe fluorescence polarization | inhibition, % at 5.9 µM | 0.38% of 320,000 active | AID 2177;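 active means inhibition above the screen-wide mean plus 3 SD, limit set per campaign, cut at about 26% in these data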;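 further: 0% = LYPLA2 with DMSO and 100% = wells lacking LYPLA2 enzyme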
Target sequence (O95372 whole entry, looked up): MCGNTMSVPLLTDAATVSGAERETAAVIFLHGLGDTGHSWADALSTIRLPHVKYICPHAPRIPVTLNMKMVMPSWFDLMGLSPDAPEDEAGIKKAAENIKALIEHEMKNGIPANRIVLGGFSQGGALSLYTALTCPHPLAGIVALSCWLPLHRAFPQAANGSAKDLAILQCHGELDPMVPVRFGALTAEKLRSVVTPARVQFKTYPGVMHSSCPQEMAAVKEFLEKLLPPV
PREPL inhibitor: human PREPL enzyme inhibition; Q4J6C6; inhibition, % at 5.96 µM; recombinant PREPL, fluorescence polarization activity-based probe; 0.68% of 320,000 active; in the data active means inhibition above about 43%;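 further: 0% = enzyme with DMSO and 100% = wells lacking enzyme; many of its hits are not listed in these tables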
EBNA-1 inhibitor: blocks EBNA-1 binding to DNA. inhibition, % at 14.8 µM. EBNA-1 DNA binding, fluorescence polarization. 0.34% of 300,000 active; in the data active means inhibition above about 28%
LYPLA1 inh: LYPLA1 (human) inhibition in PME1 counter-screen; O75608; recombinant LYPLA1, FP-Rh probe fluorescence polarization; inhibition, % at 5.9 µM; 0.16% of 320,000 active; AID 2174;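 active means inhibition above the mean of all tested compounds plus 3 SD, set per campaign, cut at about 14% in these data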;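 further: inhibitors block serine hydrolase probe labeling of LYPLA1 so polarization falls; 0% = enzyme with DMSO and 100% = wells lacking LYPLA1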
Target sequence (O75608 whole entry, looked up): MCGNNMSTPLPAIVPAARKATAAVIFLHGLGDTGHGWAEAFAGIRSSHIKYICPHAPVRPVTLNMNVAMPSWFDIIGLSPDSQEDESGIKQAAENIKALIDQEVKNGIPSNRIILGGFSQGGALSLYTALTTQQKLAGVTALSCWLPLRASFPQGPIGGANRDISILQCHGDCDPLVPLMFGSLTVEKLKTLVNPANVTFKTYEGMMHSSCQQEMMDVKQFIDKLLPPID
pPAFAH FP inh: inhibitors of human plasma PAF acetylhydrolase (pPAFAH) | inhibition, % at 3.39 µM | 1.5% of 330,000 active | recombinant pPAFAH, FP-rhodamine probe fluorescence polarization;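 active means inhibition above the mean inhibition across the screen plus 3 SD, cut at about 25% in these data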;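 further: inhibitors block binding of the rhodamine activity-based probe so polarization drops; 0% = enzyme with DMSO and 100% = wells lacking pPAFAH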
PAFAH1B3 FP inh: PAFAH1B3 (human) inhibition; 0.28% of 340,000 active; recombinant PAFAH1B3, FP-rhodamine probe, fluorescence polarization; inhibition, % at 3.39 µM; Q15102;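 active means inhibition above the screen-wide average of all tested compounds plus 3 SD, cut at about 25% in these data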;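 further: 0% = enzyme with DMSO only and 100% = wells lacking PAFAH1B3 protein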
Target sequence (Q15102 whole entry, looked up): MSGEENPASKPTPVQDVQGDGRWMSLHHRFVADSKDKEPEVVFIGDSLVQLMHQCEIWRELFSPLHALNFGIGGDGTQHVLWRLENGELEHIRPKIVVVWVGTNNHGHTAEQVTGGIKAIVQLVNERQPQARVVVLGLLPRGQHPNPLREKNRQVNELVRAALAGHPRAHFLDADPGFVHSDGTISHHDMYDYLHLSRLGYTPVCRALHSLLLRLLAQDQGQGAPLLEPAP
* marks the source's active call; other numbers are inactive results; x = no result given.

SMILES | PAFAH2 FP inh | ZTA counter | PAFAH1B2 FP inh | LYPLA2 inh | PREPL inhibitor | EBNA-1 inhibitor | LYPLA1 inh | pPAFAH FP inh | PAFAH1B3 FP inh
Cc1ccc(S(=O)(=O)CC(=O)Nc2ccc(Cl)cn2)cc1 | -0.9 | 0.3 | 1.4 | -3.2 | -80.3 | 0.2 | 2.0 | -4.7 | 0.9
Cn1c(CCNC(=O)C(C)(C)C)nc2ccccc21 | -1.2 | 11.2 | 1.5 | -4.3 | -1.7 | -6.2 | -3.1 | 1.4 | 4.5
CC(=O)Nc1ccc(OCC(=O)N2CCc3ccccc3C2)cc1 | -3.4 | 10.6 | -1.4 | 3.6 | -7.8 | -1.5 | 0.6 | 7.1 | 7.2
CCC(NS(=O)(=O)c1ccc(C)cc1)C(=O)N1CCOCCOCCOCC1 (stereo unspecified) | -13.0 | -16.6 | 3.3 | 9.0 | -9.3 | -12.3 | 0.9 | -1.4 | 11.8
COc1ccccc1CCN1CCCC(CN(C)CC(C)(C)CO)C1 (stereo unspecified) | 4.1 | 2.4 | 2.8 | -1.7 | 0.6 | -15.5 | -1.5 | 3.4 | 11.1
O=C(Nc1nc2ccc(SC(F)F)cc2s1)c1ccc(NS(=O)(=O)c2ccc(F)c(F)c2)cc1 | -15.7 | 13.6 | -8.9 | -35.4 | 3.1 | 0.5 | -24.6 | 21.3 | -22.8
CC(C)(C)c1cc2nc(N)nc(N)n2n1 | -0.7 | 3.8 | -2.8 | -1.0 | 23.2 | 10.9 | -3.0 | -2.5 | 4.2
Cc1ccc(NC(=O)CN(C)C(=O)c2ccc(COc3ccccc3)cc2)cc1 | -1.6 | -10.8 | 2.1 | 3.1 | -4.3 | -2.8 | 0.6 | 5.0 | -4.5
Cc1ccc(C)c(NC(=O)CN(C)C(=O)CC2OC(=O)c3ccccc32)c1 (stereo unspecified) | 3.1 | x | 6.8 | x | 6.4 | x | x | -0.7 | -1.6
O=C(Nc1c(C(=O)N2CCOCC2)cnn1-c1ccccc1)c1ccccc1F | -5.8 | 12.0 | -1.0 | -1.1 | -11.1 | 5.4 | 3.9 | -3.8 | -6.6
O=C(NCCCN1CCN(c2ccccc2F)CC1)Nc1ccccc1[N+](=O)[O-] | -3.8 | 11.9 | -6.4 | 3.0 | 39.3 | -3.1 | -0.4 | 6.8 | 4.5
CCOC(=O)c1csc(NC(=O)CSc2nnnn2CC)n1 | -8.7 | -5.4 | 2.3 | 6.9 | -3.5 | 5.2 | -3.1 | 1.7 | 7.4
CC(OC(=O)c1ccncc1)C(=O)Nc1cc(S(=O)(=O)N2CCCCC2)ccc1Cl (stereo unspecified) | 2.9 | 6.5 | 0.1 | -2.5 | 6.8 | -3.2 | -3.4 | 0.6 | -4.0
O=C(c1cn(-c2ccccc2)nc1-c1ccncc1)n1nnc2ccccc21 | 1.4 | -8.2 | -3.5 | 1.5 | 10.0 | -0.7 | 0.7 | -2.9 | 11.5
CCN(c1ccccc1)c1nc(C#N)nc(N(CC)c2ccccc2)n1 | 2.1 | 4.1 | 4.4 | 1.6 | -10.9 | 8.2 | -2.9 | 2.8 | -0.1
Cc1cccnc1NC(=O)c1ccc(S(=O)(=O)N2CC(C)OC(C)C2)cc1 (stereo unspecified) | -1.7 | -0.3 | 1.0 | 0.5 | -2.3 | -2.3 | -0.8 | 3.9 | 5.9
COCCn1nnnc1C(c1cc2cc(C)cc(C)c2[nH]c1=O)N1CCN(c2ccccc2F)CC1 (stereo unspecified) | -2.4 | 7.7 | 3.8 | -0.8 | 5.5 | 5.0 | 1.6 | 4.8 | 12.1
CC1=CC(C)(C)N(C(=O)c2ccccc2)c2ccccc21 | 2.6 | 5.6 | 0.8 | 1.6 | -6.2 | 5.1 | 1.7 | 2.0 | 4.2
O=C(Nc1ccc2c(c1)OC1(CCCC1)O2)C1CC1 | -3.8 | 10.9 | -0.2 | 5.8 | 6.4 | 7.7 | 4.5 | 9.6 | 3.6
Brc1ccc(C2=CSC3=NCCN23)cc1 | 1.3 | -13.7 | 0.2 | 9.5 | 7.4 | -7.9 | 1.9 | -0.4 | 3.0

Record cards (already shown).
CCOC(=O)c1csc(NC(=O)CSc2nnnn2CC)n1 as listed: PAFAH2 FP inh: -8.7; ZTA counter: -5.4; PAFAH1B2 FP inh: 2.3; LYPLA2 inh: 6.9; PREPL inhibitor: -3.5; EBNA-1 inhibitor: 5.2; LYPLA1 inh: -3.1; pPAFAH FP inh: 1.7; PAFAH1B3 FP inh: 7.4
Cc1ccc(NC(=O)CN(C)C(=O)c2ccc(COc3ccccc3)cc2)cc1 as listed: PAFAH2 FP inh: -1.6; ZTA counter: -10.8; PAFAH1B2 FP inh: 2.1; LYPLA2 inh: 3.1; PREPL inhibitor: -4.3; EBNA-1 inhibitor: -2.8; LYPLA1 inh: 0.6; pPAFAH FP inh: 5.0; PAFAH1B3 FP inh: -4.5

Continued:
SMILES | PAFAH2 FP inh | ZTA counter | PAFAH1B2 FP inh | LYPLA2 inh | PREPL inhibitor | EBNA-1 inhibitor | LYPLA1 inh | pPAFAH FP inh | PAFAH1B3 FP inh
CC1CCN(c2nc(-c3ccco3)c3c(c2C#N)CC(C)(C)OC3)CC1 | 6.5 | 10.7 | 0.9 | 0.0 | -3.1 | 1.6 | -1.3 | 2.7 | 2.5
CCOC(=O)CCc1c(C)nc(SCCCn2c(=O)[nH]c3ccccc32)c(C#N)c1C | 2.2 | -8.3 | -5.4 | 7.2 | 5.1 | -0.4 | 2.0 | -5.6 | 9.6
O=C(COC(=O)C12CC3CC(CC(C3)C1)C2)Nc1ccc(OC(F)F)cc1 | 66.9* | -15.5 | 5.1 | -11.5 | 1.4 | -0.5 | -8.5 | 24.4 | 9.2
NS(=O)(=O)c1ccc(NC(=O)COC(=O)/C=C/c2ccc([N+](=O)[O-])cc2)cc1 | 1.8 | -3.4 | -0.8 | 3.0 | 2.8 | 24.7 | -1.6 | 3.5 | 6.4
O=C(NCc1ccco1)c1cccc(-c2nnc(-c3ccccc3)o2)c1 | -3.8 | -5.5 | 0.7 | 8.3 | -17.7 | 1.7 | -2.6 | 2.2 | 6.3
Cc1ccc(CNC(=O)c2nc3nc(C)cc(C)n3n2)cc1 | 0.6 | 0.7 | 11.2 | -5.1 | 5.1 | 1.0 | 4.6 | 0.2 | 1.9
O=C1CC(=O)C(n2cncn2)C(c2ccc(Cl)cc2)C1 (stereo unspecified) | 4.5 | 5.3 | 0.5 | -4.4 | -7.2 | 12.7 | -3.0 | 2.3 | 13.5
O=C(NNC(=O)c1cc(-c2ccncc2)nc2ccccc12)Nc1ccc(F)cc1 | -2.0 | 7.2 | 6.0 | -3.6 | -11.4 | -5.6 | -2.1 | -4.1 | 4.5
CCOCCCNC(=O)c1cc(=O)n(Cc2cccc(C)c2)c2ccccc12 | 0.4 | 8.5 | -0.5 | 6.5 | -9.0 | 5.6 | 2.2 | -0.7 | 7.7
COc1ccc(-n2nnnc2SCC(=O)Nc2cccc(NC(C)=O)c2)cc1OC | -1.0 | -16.4 | 11.4 | 3.7 | -38.7 | 0.9 | -4.5 | -1.5 | 12.3
CC1CCC(=NNC(=O)Cc2ccccc2)CC1 (stereo unspecified) | 0.5 | -8.5 | 1.9 | 7.8 | 8.0 | 4.6 | 4.7 | 9.2 | 3.1
C[C@H](CO)N1C[C@H](C)[C@@H](CN(C)C(=O)Nc2ccc(C(F)(F)F)cc2)Oc2ccc(NC(=O)Cn3cnnn3)cc2C1=O | 3.3 | x | 2.8 | x | 38.5 | x | x | 1.8 | -1.9
CCC(=O)Nc1nc2ccccc2n1Cc1ccccc1Cl | 2.9 | -12.8 | -5.0 | 1.8 | 7.2 | -5.2 | -3.5 | 0.9 | 2.6
CCn1c(CNc2ccc(OC)cc2)nnc1SCC(=O)c1ccc(OC)cc1 | 2.9 | -0.1 | 3.2 | 6.6 | 8.8 | 0.2 | 0.2 | 1.8 | 6.4
CCOC(=O)c1ccc2[nH]c3c(c2c1)CCCC3O (stereo unspecified) | 3.5 | -2.7 | 4.8 | 0.0 | 12.8 | -9.8 | 3.4 | -2.1 | -0.4
Cc1ccc(SCC(=O)NCc2ccco2)cc1 | -3.6 | 2.7 | 18.1 | -1.3 | -1.0 | 0.1 | -5.3 | 0.4 | -5.9
N#Cc1c(-c2ccco2)c2c([nH]c1=S)CCCC2 | 22.1 | -12.7 | 11.8 | 1.6 | 18.6 | 5.9 | 0.5 | 18.5 | 25.0
O=C(CCCN=C1NS(=O)(=O)c2ccccc21)OCc1ccccc1 | -5.2 | 8.1 | -0.6 | -1.0 | -5.8 | -0.9 | -2.0 | 2.3 | 0.1
CCOc1ccc(NC(=S)N(CC)Cc2ccccc2)cc1 | x | 3.7 | x | -0.6 | 12.5 | -4.9 | 4.2 | -3.5 | x
O=C(CSc1nc(-c2ccco2)cc(C(F)(F)F)n1)N1CCN(c2ccc(Cl)cc2)CC1 | -8.8 | -2.8 | 2.9 | 4.1 | 35.4 | 3.7 | -7.3 | 0.5 | 4.1
Cc1cccc(OCC(=O)Nc2ccc3oc(=O)ccc3c2)c1C | -7.5 | -4.5 | 5.6 | -5.9 | 16.1 | -7.5 | -2.8 | -2.9 | 3.7
CCN(CC)c1ccc(NC(=O)c2ccccc2F)cc1 | 6.2 | -4.5 | -0.4 | -3.9 | -3.9 | 9.0 | -1.2 | 4.3 | -0.6
OCC1(CCc2ccccc2)CCN(Cc2cnc(N3CCCC3)s2)CC1 | -2.2 | -8.4 | -4.4 | -0.9 | 25.2 | -0.1 | 3.6 | 7.7 | 1.8
CSC1=N/C(=C\c2ccc(Br)o2)C(=O)S1 | 7.4 | -2.5 | -2.4 | -4.0 | -7.1 | -5.6 | -2.1 | 13.7 | 3.0
O=C(OCc1nnc(-c2ccccc2)o1)c1cc(=O)[nH]c2ccccc12 | -0.4 | 0.2 | -2.6 | 7.9 | -0.3 | 6.0 | -3.0 | 1.5 | 9.0
CSC1CCCCC1(O)CSc1nc2ccccc2o1 (stereo unspecified) | 6.4 | -8.6 | -0.4 | 1.1 | -6.7 | 2.0 | -4.0 | 5.5 | 4.0
CSc1cccc(NC(=O)c2ccco2)c1 | -3.7 | 0.8 | -0.4 | 1.7 | -7.5 | 0.5 | 2.9 | 2.6 | 5.9
COc1ccc(NC(=O)N(CCN2CCCC2)Cc2cc3cc(OC)c(OC)cc3[nH]c2=O)cc1 | -1.1 | 2.2 | 0.5 | 1.0 | 58.3* | 9.7 | -1.2 | 5.8 | -7.0
Cc1nn(-c2ccccc2)c(C)c1NC(=O)COC(=O)c1ccc(NC(=O)CC#N)cc1 | 32.8* | 1.3 | -4.9 | -51.9 | -9.9 | -6.8 | -20.0 | 16.7 | -2.3
O=C(O)c1cc(-c2ccncc2)nc2ccc(S(=O)(=O)N3CCOCC3)cc12 | 5.2 | -6.2 | 1.1 | -3.5 | 11.8 | 0.7 | -3.2 | -6.1 | 9.2
CN(C)CCCN1C(=O)C(=O)/C(=C(/O)c2ccncc2)C1c1cccc(Br)c1 (stereo unspecified) | -2.7 | 0.3 | 4.4 | 5.6 | -4.8 | 6.1 | 0.1 | 1.8 | 4.9
Cc1c(C(=O)c2ccccc2)c2ccccn2c1CCC#N | 4.4 | 13.4 | 2.0 | -1.9 | -9.4 | 12.4 | -2.2 | 3.0 | 1.5
C=CCc1ccc(OCCCOc2ccc(C(=O)O)cc2)c(OC)c1 | 2.4 | -4.4 | 0.5 | 3.0 | 2.6 | -11.9 | -0.9 | -5.2 | 3.0
O=C(Nc1ccccc1N1CCOCC1)c1cccc(Oc2ccccc2)c1 | 8.7 | -4.5 | 1.0 | -0.5 | 17.0 | -10.8 | 1.3 | 5.3 | 5.1
CCS(=O)(=O)n1nc(-c2ccc(Cl)cc2)nc1SC | 3.1 | -5.1 | 2.6 | -1.3 | -7.7 | 8.9 | 0.2 | 4.7 | 4.9
CCOc1cc(/C=N/O)ccc1OCc1ccc(F)cc1 | 2.0 | -15.0 | -2.1 | -1.2 | 6.2 | 2.2 | -2.0 | 0.5 | -6.4

Not all compounds are listed, so the mix of outcomes need not match the whole.
